SNCA viab count: GF-AFC viability counterscreen for inhibitors of alpha-synuclein gene (SNCA) expression | HEK-293-SNCA-luc viability, GF-AFC fluorescence, 24 h | Potency, µM (doses to about 57.1 µM), for the others: top-dose activity change, negative = cytotoxicity, actives largely listed as cytotoxic | 150,000 tested, 0.12% active;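 note: potency is the fitted concentration of half-maximal effect; 0% = DMSO-treated cells and -100% = medium-only wells without cells; nearly all actives have a fitted effect of over 30% in size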
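Cytotoxicity counterscreen: after 24 h compound treatment of genome-edited SNCA-luciferase HEK-293 cells, live-cell protease substrate GF-AFC read by fluorescence after 30 min; activity scaled between DMSO (0%) and medium-only (-100%), curves Hill-fitted.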
NIH3T3 tox: Cytotoxic Profiling in NIH 3T3 Cell Line of Diverse Libraries Using Quantitative High-Throughput Screening; 94,000 tested, 4.3% active; AID 1345082, 2018; NIH 3T3 viability, CellTiter-Glo ATP luminescence, 48-72 h; Potency, µM (doses to about 96.7 µM), without a hit: top-dose activity change, negative = cytotoxicity, hits mostly inhibitors; note: potency is the fitted concentration of half-maximal effect; nearly all actives have a fitted effect of over 55% in size
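Mouse fibroblast NIH 3T3 cells, 400 per well, received compound via pintool and were incubated for 48 or 72 hr prior to CellTiter-Glo ATP luminescence measurement.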
SNCA expr inh: Primary qHTS assay for inhibitors of alpha-synuclein gene (SNCA) expression | HEK-293 SNCA-luciferase knock-in, luminescence, 24 h | Potency, µM (top dose mostly 57.2 µM), without a hit: at the highest dose activity change, negative = inhibition, most hits filed as inhibitors | 140,000 tested, 0.17% active;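 note: potency is the fitted concentration of half-maximal effect; plate controls were DMSO cells for no effect and cell-free wells for full effect; nearly all actives have a fitted effect of over 45% in size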
FLuc inh: Firefly luciferase inhibition profiling of diverse chemical library using quantitative high-throughput screening | Luciferin 4-monooxygenase (Photinus pyralis), P08659 | Potency, µM (doses to about 115 µM), without a hit: at the top dose activity change, negative = inhibition, hits mostly inhibitors | 76,000 tested, 2.5% active | purified P. pyralis luciferase, luminescence, biochemical; note: potency is the fitted concentration of half-maximal effect; nearly all actives have a fitted effect of over 65% in size
Target sequence (P08659 whole entry, looked up): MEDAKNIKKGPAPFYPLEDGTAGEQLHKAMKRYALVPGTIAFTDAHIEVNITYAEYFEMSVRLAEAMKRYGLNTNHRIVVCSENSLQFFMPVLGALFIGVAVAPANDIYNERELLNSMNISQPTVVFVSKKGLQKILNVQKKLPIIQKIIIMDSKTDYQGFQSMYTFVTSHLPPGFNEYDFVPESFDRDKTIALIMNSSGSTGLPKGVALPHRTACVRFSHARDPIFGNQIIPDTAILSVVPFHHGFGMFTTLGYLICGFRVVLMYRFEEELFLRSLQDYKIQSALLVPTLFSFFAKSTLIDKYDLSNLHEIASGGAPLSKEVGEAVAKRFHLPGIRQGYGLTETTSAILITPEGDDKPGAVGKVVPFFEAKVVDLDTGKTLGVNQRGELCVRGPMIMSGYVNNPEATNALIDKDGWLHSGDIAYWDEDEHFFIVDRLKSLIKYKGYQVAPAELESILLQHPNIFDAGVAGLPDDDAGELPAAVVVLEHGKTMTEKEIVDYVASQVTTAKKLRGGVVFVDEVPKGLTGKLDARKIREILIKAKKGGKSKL
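Cell-free enzyme assay, 10nM P. pyralis luciferase, luciferin and ATP each at 10uM. Inhibition profiled over a 6-point titration, read as luminescence.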
HEK293 tox: Cytotoxic Profiling in HEK 293 Cell Line of Diverse Libraries Using Quantitative High-Throughput Screening; HEK 293 viability, ATP luminescence (CellTiter-Glo), 48-72 h; Potency, µM (series often up to 115 µM), without a hit: at the top dose activity change, negative = cytotoxicity, most hits filed as inhibitors; 94,000 tested, 6.6% active; note: potency is the fitted concentration of half-maximal effect; nearly all actives have a fitted effect of over 60% in size
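ATP-coupled CellTiter-Glo luminescence served as viability read-out, recorded 10 min after reagent addition at room temperature. HEK 293 cells, 250 cells/well, had been incubated with pintool-transferred compound for 48 or 72 hr at 37 degree Celsius.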
IP6K1 inhibitor: Primary qHTS assay for small molecule inhibitors of Inositol hexaphosphate kinase 1 (IP6K1); Inositol hexakisphosphate kinase 1 (Homo sapiens), Q92551; IP6K1 kinase, ADP-Glo luminescence, 2 h; active compounds read low; activity change, % (series mostly up to about 58 µM); 140,000 tested, 0.81% active; in the data active = activity change below about -25%
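ADP-Glo luminescence measures ADP made by human IP6K1 during a 2 h RT reaction with ATP/IP6 (mix at 1.3 mM/130 uM); top library doses 57.5 and 19.1 uM final.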
GPT2 inhibitor: Primary qHTS assay for inhibitors of Glutamate pyruvate transaminase 2 (GPT2). 100,000 tested, 0.25% active. Potency, µM (series often up to 57.7 µM), without a hit: top-dose activity change, negative = inhibition, usual class: inhibitors. Recombinant GPT2, coupled pyruvate oxidase/HRP Amplex Red fluorescence. Alanine aminotransferase 2 (Homo sapiens), Q8TD30; note: potency is the fitted concentration of half-maximal effect; nearly all actives have a fitted effect of over 60% in size; many of its hits are not listed in these tables
Target sequence (Q8TD30 whole entry, looked up): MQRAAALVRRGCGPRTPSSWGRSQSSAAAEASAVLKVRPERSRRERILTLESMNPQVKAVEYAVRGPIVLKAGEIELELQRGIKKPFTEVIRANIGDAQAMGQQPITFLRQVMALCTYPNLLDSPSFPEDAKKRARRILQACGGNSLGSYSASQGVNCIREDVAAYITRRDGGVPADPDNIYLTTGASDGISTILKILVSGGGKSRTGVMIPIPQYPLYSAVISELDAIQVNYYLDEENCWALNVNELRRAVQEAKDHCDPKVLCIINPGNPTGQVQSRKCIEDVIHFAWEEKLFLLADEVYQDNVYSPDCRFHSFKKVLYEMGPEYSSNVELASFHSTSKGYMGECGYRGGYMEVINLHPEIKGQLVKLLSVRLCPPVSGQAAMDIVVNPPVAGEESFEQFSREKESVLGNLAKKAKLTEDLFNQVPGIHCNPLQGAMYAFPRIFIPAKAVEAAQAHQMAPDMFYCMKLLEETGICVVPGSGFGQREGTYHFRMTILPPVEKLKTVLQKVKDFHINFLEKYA
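Fluorescence of coupled pyruvate oxidase/HRP/Amplex Red system (50uM Amplex, 30 min, dark) reports pyruvate formed by GPT2. Enzyme reaction: 10ng/uL GPT2, 2mM L-alanine, 250uM a-KG, 30 min room temperature, pH 7.5; 50uM AOA control.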
An asterisk follows results filed as active; i = inactive; ? = inconclusive; · = not tested or not shown; [ ] = dose if it differs, or a comment. Unless noted, calls come from the whole dose curve; as a rule, active = well fitted curve in the direction sought with a large enough effect; inconclusive = small, poorly fitted or top-dose-only effect, or another doubt; inactive = no such curve, though single readings can be large; an effect the other way counts as inactive or inconclusive. Unless noted, % is set by controls: 0 for no effect and ±100 for the full control effect. This is a subset, so the mix of outcomes need not match the whole.

SMILES	SNCA viab count	NIH3T3 tox	SNCA expr inh	FLuc inh	HEK293 tox	IP6K1 inhibitor	GPT2 inhibitor
COc1ccccc1N1CCN([C@H]2[C@@H]3OC[C@@H](O3)[C@@H](NC(=O)NC3CCCCC3)[C@@H]2O)CC1	-2%	i	2%	2%	-8%	6	i
O=C(COc1ccccc1)NC[C@H]1O[C@H](Cc2cc(CN3CCNCC3)on2)CC[C@@H]1O	3%	5%	-25%	-2%	i	20	i
COc1ccc(CCNC(=O)CN(c2cc(C(F)(F)F)ccc2Cl)S(C)(=O)=O)cc1	?	·	39%	·	·	15	·
COc1ccc(C(=O)N2C[C@@H]3C[C@H](C2)c2ccc(NS(=O)(=O)c4cccc(F)c4)c(=O)n2C3)cc1	1%	-22%	-5%	-2%	-8%	10	i
N#Cc1cccc(-c2ccnc(N[C@H]3CO[C@H]4[C@@H]3OC[C@H]4OC(=O)Nc3cccc(C(F)(F)F)c3)n2)c1	?	-22%	?	13%	28µM*	7	?
Cc1n[nH]c(C)c1C(N)C(=O)N1CCN(Cc2ccccc2C#N)CC1 (stereo not given)	-4%	-2%	-12%	3%	i	-10	-5%[11.5 µM]
COc1ccc(CNC(=O)c2cc3c(=O)[nH]c4ccc(C)cc4c3s2)c(OC)c1	1%	·	-3%	·	·	20	·
COc1ccc(NC(=O)Cn2c(C)c3cnn(-c4ccccc4)c(=O)c3c2C)c(OC)c1	-11%	·	-9%	·	·	-14	·
CN(CC1CCOCC1)C(=O)CCCc1ccccc1	6%	-5%	121%[activator]	40µM*	2%	-6	i
COc1ccc(C[C@H](NC(=O)C2=C[C@@H](NS(=O)(=O)c3cccc(C(F)(F)F)c3)[C@@H](O)[C@H](O)C2)C(N)=O)cc1	1%	-2%	-19%	8%	-11%	8	-31%
CCN(CC)Cc1cccc(NS(=O)(=O)NCc2ccccc2)c1	-4%	5%	-19%	0%	i	7	i
Cc1ccc2c(c1)N1C(=O)OC[C@@H]1CCN(C(=O)Nc1ccccc1)C2	-5%[87.6 µM]	-17%[138 µM]	34%[activator][87.6 µM]	?	-6%[172 µM]	4	4%[88.5 µM]
CN(Cc1cccc(C(F)(F)F)c1)Cc1ccccc1OCC(=O)O	-6%	-14%	2%	-2%	-2%	-3	-25%
Cc1ccc(NC(=O)N[C@@H]2C=C(C(=O)N[C@H](CC(C)C)C(N)=O)C[C@@H](O)[C@@H]2O)cc1	5%[87.6 µM]	2%[174 µM]	28%[87.6 µM]	1%[172 µM]	-14%[172 µM]	9	-8%[88.5 µM]
COC(=O)c1ccc(NC(=O)CCc2c(C)nn(-c3ccc(N4CCOCC4)nn3)c2C)cc1	-8%	·	66%[activator]	·	·	-13	·
COc1ccc2[nH]c(CN3CCC(CCC(=O)NCc4ccc(F)cc4)CC3)c(C)c2c1	-16%	?	-11%	7%	28µM*	1	4%
CNC(=O)c1cc[nH]c1C1CCCN(C(=O)c2ccc(C)[nH]c2=O)C1 (stereo not given)	-8%[12.5 µM]	i	1%	-3%	i	8	i
COc1ccc(C2Cn3nnc(C(=O)N4CCC(C(=O)NC(C)c5ccccc5)CC4)c3CO2)cc1 (stereo not given)	6%	i	-2%	-18%	8%	3	i
Fc1ccc(-c2nc(CC3CCNC3)no2)cc1 (stereo not given)	6%	-14%	23%	-4%	4%	0	i
Cc1cc(OCCCS(C)(=O)=O)cc(C)c1-c1cccc(COc2ccc3c(c2)OC[C@H]3CC(=O)O)c1	-10%	·	44%[activator]	·	·	·	5%
COc1ccc(C(=O)N2CCC(C(=O)N3CCCC(c4nc5ccncc5[nH]4)C3)CC2)cc1 (stereo not given)	-7%	1%	6%	·	-1%	5	4%
Nc1nnc(SCC(=O)Nc2ccccc2C(F)(F)F)s1	0%	·	-4%	·	·	1	·
COc1cccc(NC(=O)c2oc3ccc(S(=O)(=O)N4CCOCC4)cc3c2C)c1	-17%	·	-26%	·	·	12	·
Cc1cccc(NC(=O)N2CCC(CCNC(=O)c3cc(F)ccc3F)CC2)c1	0%	-18%	11%	-20%	?	-7	-8%
CSc1cccc(NC(=O)N[C@H]2C[C@@H](C(=O)N[C@@H](CCCNC(=O)CC(C)(C)C)C(N)=O)N(C(=O)CC(C)(C)C)C2)c1	0%	-2%	-24%	14%	-17%	-6	-31%

Full records as entered above. Screens in order: SNCA viab count, NIH3T3 tox, SNCA expr inh, FLuc inh, HEK293 tox, IP6K1 inhibitor, GPT2 inhibitor
`CSc1cccc(NC(=O)N[C@H]2C[C@@H](C(=O)N[C@@H](CCCNC(=O)CC(C)(C)C)C(N)=O)N(C(=O)CC(C)(C)C)C2)c1` is listed as 0%, -2%, -24%, 14%, -17%, -6, -31%
`COc1ccc(CNC(=O)c2cc3c(=O)[nH]c4ccc(C)cc4c3s2)c(OC)c1` is listed as 1%, ·, -3%, ·, ·, 20, ·
`CCN(CC)Cc1cccc(NS(=O)(=O)NCc2ccccc2)c1` is listed as -4%, 5%, -19%, 0%, i, 7, i
`CN(CC1CCOCC1)C(=O)CCCc1ccccc1` is listed as 6%, -5%, 121%[activator], 40µM*, 2%, -6, i
`COc1ccc(C2Cn3nnc(C(=O)N4CCC(C(=O)NC(C)c5ccccc5)CC4)c3CO2)cc1` (stereo not given) is listed as 6%, i, -2%, -18%, 8%, 3, i

Next part
SMILES	SNCA viab count	NIH3T3 tox	SNCA expr inh	FLuc inh	HEK293 tox	IP6K1 inhibitor	GPT2 inhibitor
CCN1C(=O)C2CC3(CCN(C(=O)c4ccn[nH]4)CC3)CN2C1=O (stereo not given)	0%	-16%	15%	0%	-2%	12	-14%
Cc1cc(C(=O)N2CCCN(Cc3ccncc3)C(c3ccccc3)CC(=O)NCC2)nn1C (stereo not given)	4%	-18%	-11%	-3%	-13%	18	-4%
O[C@H]1[C@H](n2cc(-c3cccc(F)c3)nn2)c2ccccc2C12CCNCC2	?	?	13%	14%	?	-8	-19%
COc1ccc(-c2cc(C(=O)N3CCOCC3)c3c(C)nn(-c4ccccc4)c3n2)cc1	-2%	?	176%[activator]	·	?	2	-4%
Cn1cc(CN[C@H]2[C@H](O)[C@H](O)C[C@@H]2c2ccc(N3CCOCC3)nc2)cn1	-13%[87.6 µM]	2%[174 µM]	3%[87.6 µM]	-10%[172 µM]	-2%[172 µM]	-1	i
CCOC(=O)c1c(C)n(-c2ccccc2)c2ccc(OC(=O)COc3ccc(Cl)cc3)cc12	-5%	·	?	·	·	-15	·
CCOC(=O)CN(Cc1ccccc1)C(C(=O)NC1CCCCC1)c1ccccc1 (stereo not given)	?	·	?	·	·	14	·
Cc1ccc(C)c(NC(=O)CSc2ncc3c(n2)-c2cc(Cl)ccc2N(Cc2ccccc2F)S3(=O)=O)c1	9%	·	-21%	·	·	-20	·
O=C(Cc1ccc(F)cc1)N1CCCC(C(=O)N2CCC(N3CCOCC3=O)CC2)C1 (stereo not given)	-7%	-15%	-1%	·	-7%	6	i
O=C(NC1CCCC1)N1CCCC(C(=O)N2CCC(c3nc4ncccc4[nH]3)C2)C1 (stereo not given)	4%	-8%	-6%	·	1%	5	i
Cc1oc2ncn(C)c(=O)c2c1C(=O)Nc1ccccn1	1%	·	26%	·	·	5	·
COc1cccc(CC(=O)NCc2cc(N3CCOCC3)ncn2)c1	3%	-6%	-15%	-5%	0%	-10	i[11.5 µM]
Cc1nc(C)c(C(=O)N2CC[C@H](N3CCN(C)CC3)[C@H](CCC(=O)O)C2)o1	0%	-2%	4%	?	-44%	5	i
CC(=O)N1CCN(Cc2nc3c(n2Cc2ccccc2)C(=O)N(Cc2cccc(Cl)c2)CCN3)CC1	-11%	-31%	-24%	4%	?	-7	i
Cc1ccc(C)c(NC(=O)CSc2nc(=O)n(CCN3CCOCC3)c3c2CCC3)c1	-12%	·	43%[activator]	·	·	-1	·
O=C(Nc1cccnc1)c1ccnc(-c2nnc3ccc(N4CCOCC4)nn23)c1	2%[87.6 µM]	100µM*	?	11%[172 µM]	-10%[172 µM]	-15	0%[88.5 µM]
CC(=O)c1ccc(Oc2ncnc3c2oc2ccccc23)cc1	24%	·	131%[activator]	·	·	-11	·
CCOc1ccc(CC(=O)NC2CCCN(c3cc(-c4ccc(F)cc4)[nH]n3)C2)cc1OCC (stereo not given)	-12%	?	-10%	7%	?	4	-17%
O=C(Nc1ccccc1)N1CCC2(CC1)SCC(=O)N2c1ccc(Cl)cc1	8%	?	64%[activator]	22µM*	?	5	1%
COC(=O)c1ccc2nc(CO[C@H]3CN(C4CCOCC4)C[C@H]3F)[nH]c2c1	5%[87.6 µM]	-13%[138 µM]	6%[87.6 µM]	-13%[172 µM]	-10%[172 µM]	3	i
COCCNC(=O)C1CCCN(Cc2cccc(-c3ccsc3)c2)C1 (stereo not given)	·	?	·	·	-27%	-11	·
Cc1cccc(C(=O)N2CCC3(CC2)OCC(C(=O)NCC(C)C)N3C(=O)c2cccc(C)c2)c1 (stereo not given)	-15%	?	-2%	2%	-26%	20	5%
CC(=O)N1CCCc2cc(S(=O)(=O)N3CCC(C(=O)NC4CCC(C)CC4)CC3)ccc21 (stereo not given)	-2%	·	20%	·	·	-8	·
CCNC(=O)NC[C@H]1Cn2c(-c3cccc(Cl)c3)cnc2CO1	4%[87.6 µM]	?	-2%[87.6 µM]	14%[172 µM]	-17%[172 µM]	24	4%[88.5 µM]

In a second layout: three of the compounds above
SMILES,SNCA viab count,NIH3T3 tox,SNCA expr inh,FLuc inh,HEK293 tox,IP6K1 inhibitor,GPT2 inhibitor
COC(=O)c1ccc2nc(CO[C@H]3CN(C4CCOCC4)C[C@H]3F)[nH]c2c1,5%[87.6 µM],-13%[138 µM],6%[87.6 µM],-13%[172 µM],-10%[172 µM],3,i
Cc1oc2ncn(C)c(=O)c2c1C(=O)Nc1ccccn1,1%,·,26%,·,·,5,·
COCCNC(=O)C1CCCN(Cc2cccc(-c3ccsc3)c2)C1 (stereo not given),·,?,·,·,-27%,-11,·

Screening data as filed in PubChem.
